Source: PubChem
NPR2 activator: GC-B (human) receptor activation; P20594; HEK293-GC-B cells, CNP EC30, cGMP TR-FRET; 0% at EC30 CNP, 100% saturating CNP; activation, % at 10 µM; actives 0.11% (n = 370,000); AID 1920062;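 active = activation at 10 µM reaching about 35% in either raw or pattern-adjusted values, limit read from the data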
Target sequence (P20594 whole entry, looked up): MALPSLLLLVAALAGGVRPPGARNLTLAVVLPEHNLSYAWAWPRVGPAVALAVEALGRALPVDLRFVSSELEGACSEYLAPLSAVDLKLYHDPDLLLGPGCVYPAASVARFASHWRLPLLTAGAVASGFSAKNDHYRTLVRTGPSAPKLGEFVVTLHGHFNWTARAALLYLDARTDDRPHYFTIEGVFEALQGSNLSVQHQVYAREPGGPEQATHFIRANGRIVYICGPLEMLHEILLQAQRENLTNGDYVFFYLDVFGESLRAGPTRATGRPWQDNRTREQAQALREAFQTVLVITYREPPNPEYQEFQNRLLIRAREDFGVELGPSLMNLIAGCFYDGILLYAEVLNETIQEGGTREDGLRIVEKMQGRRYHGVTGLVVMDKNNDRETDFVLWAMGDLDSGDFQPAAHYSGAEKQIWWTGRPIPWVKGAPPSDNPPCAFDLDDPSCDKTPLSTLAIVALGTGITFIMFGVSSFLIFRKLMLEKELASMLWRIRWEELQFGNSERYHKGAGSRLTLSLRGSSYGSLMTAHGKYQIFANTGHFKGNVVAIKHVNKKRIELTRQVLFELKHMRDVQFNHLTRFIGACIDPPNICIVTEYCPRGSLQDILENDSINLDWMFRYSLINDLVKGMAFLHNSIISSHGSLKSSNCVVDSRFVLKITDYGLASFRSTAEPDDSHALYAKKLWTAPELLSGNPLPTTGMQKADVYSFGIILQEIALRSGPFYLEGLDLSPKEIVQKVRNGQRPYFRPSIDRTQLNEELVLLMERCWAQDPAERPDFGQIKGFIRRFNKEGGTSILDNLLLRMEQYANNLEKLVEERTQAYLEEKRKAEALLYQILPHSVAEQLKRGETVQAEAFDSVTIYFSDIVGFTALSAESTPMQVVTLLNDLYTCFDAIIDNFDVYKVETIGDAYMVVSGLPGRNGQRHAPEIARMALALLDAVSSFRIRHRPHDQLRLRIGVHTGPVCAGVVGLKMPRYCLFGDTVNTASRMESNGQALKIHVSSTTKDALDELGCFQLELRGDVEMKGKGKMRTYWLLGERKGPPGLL
Rev-erbA mod: modulates human Rev-erb alpha binding to DNA; P20393; Rev-erbα–FITC-DNA binding, fluorescence polarization, 90 min; activity, % at 10 µM; actives 0.79% (n = 370,000); AID 1259318;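 active = activity above about 14%, limit read from the data; passing the limit was not always enough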;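 note: 0% = DMSO wells with 35 nM protein and 100% = DMSO wells with 750 nM protein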
PG9 Ab binder: small molecules binding HIV-1 gp120 antibody PG9. inhibition, % at 6.7 µM. TR-FRET gp120-PG9 antibody binding. actives 0.43% (n = 360,000); in the data active = inhibition above about 8.5%
ASAP1 inh: ASAP1 ArfGAP inhibition; inhibition, % at 16.5 µM; Q9ULH1; actives 0.19% (n = 360,000); AID 624377; ASAP1-stimulated ARF1 GTP hydrolysis, GDP FP detection; in the data active = inhibition above about 25%;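 note: 0% = vehicle with enzyme and substrate and 100% = no enzyme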
GC-A act: GC-A (human) enzyme activation; HEK293 GC-A cells, cGMP TR-FRET, EC30 ANP; 0% at EC30 ANP, 100% saturating ANP; P16066; actives 0.14% (n = 370,000); activation, % at 10 µM; in the data active = activation above about 40%
SMARCA2 act: activators of SMARCA2 function; activation, % at 9.1 µM; MG213 cells, MMTV-luciferase reporter, dexamethasone, overnight; actives 1% (n = 370,000); in the data active = activation above about 7.8%;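 note: 0% = vehicle wells and 100% = reference activator wells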
mABHD4 FP: inhibitors of mouse ABHD4. Q8VD66. purified mABHD4, FP-Rh probe fluorescence polarization. inhibition, % at 8.92 µM. actives 0.54% (n = 370,000). AID 720543;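 active = inhibition exceeding the mean over every tested compound plus 3 SD, cut at about 30% in these data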;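 note: 0% = plate median of compound wells and 100% = S159A mutant with DMSO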
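assay system = mABHD4 protein | compound dosing = single nominal dose of 8.92 µM, 0.89% DMSO final | read-out basis = percent inhibition of probe binding, normalized to plate controls | schedule = Enzyme–compound pre-incubation 45 min, then probe 60 min, both 25 °C | detection = fluorescence polarization, excitation 525 nm, emission 598 nm, BODIPY TMR filters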
ARFGAP1 inh: inhibitors of rat ARFGAP1 | inhibition, % at 16.5 µM | actives 0.26% (n = 360,000) | Arfgap1-stimulated ARF1 GTP hydrolysis, GDP FP detection | AID 651572;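 active = inhibition above a per-plate limit, mean inhibition of low control wells plus 3 SD, cut at about 25% in these data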;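 note: 0% = DMSO wells with enzyme and 100% = wells lacking Arfgap1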
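system = rat Arfgap1 catalytic domain, aa 1-136 | technique = FP, GDP Alexa 633 tracer displaced from anti-GDP antibody, 620/688 nm | compound = one concentration, 16.5 µM, DMSO 1.26% | medium = HEPES-based buffer, pH 7.5 | timing = compound-enzyme preincubation 20 min, reaction 120 min, detection 60 min, 25 °C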
HTRA1 inh: HTRA1 (human) protease inhibition. Q92743. recombinant HTRA1, FP-rhodamine activity-based probe, fluorescence polarization. inhibition, % at 5.96 µM. actives 0.5% (n = 340,000); in the data active = inhibition above about 36%;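 note: 0% = enzyme with DMSO and 100% = wells lacking enzyme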
rCAG binder: binds r(CAG) RNA repeats; inhibition, % at 3 µM; AID 651821; r(CAG) RNA repeat, TO-PRO-1 dye displacement fluorescence; actives 1.3% (n = 370,000);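 active = inhibition above the plate cutoff, the mean of all test compounds on that plate plus 3 SD, cut at about 35% in these data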;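 note: 0% = DMSO alone and 100% = 100 µM mitoxantrone as full dye displacement; higher means more dye released from RNA so lower well fluorescence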
Starred values were filed as active, the others as inactive.

O=C(Cn1cnc([N+](=O)[O-])n1)NCc1ccccc1 was read as NPR2 activator 4, Rev-erbA mod -2, PG9 Ab binder 1.4, ASAP1 inh -8, GC-A act 2, SMARCA2 act 0, mABHD4 FP 6, ARFGAP1 inh -6, HTRA1 inh -2 and rCAG binder -2.
For COc1ccccc1OCc1nc2ccccc2[nH]1 the results were NPR2 activator 2, Rev-erbA mod 3, PG9 Ab binder -0.3, ASAP1 inh -3, GC-A act 0, SMARCA2 act 3, mABHD4 FP -1, ARFGAP1 inh -7, HTRA1 inh 8 and rCAG binder 1.
Screening CC(Oc1ccccc1)C(=O)Nc1c2c(nn1-c1ccccc1)CS(=O)(=O)C2 (centres undefined) returned NPR2 activator 6, Rev-erbA mod -5, PG9 Ab binder -2.2, ASAP1 inh -10, GC-A act -2, SMARCA2 act -2, mABHD4 FP -1, ARFGAP1 inh 10, HTRA1 inh 4 and rCAG binder 0.
COc1cc2c(c(OC)c1OC)C(c1ccc3c(c1)OCO3)CC(=O)O2 (centres undefined) was read as NPR2 activator 2, Rev-erbA mod 2, PG9 Ab binder -0.9, ASAP1 inh -5, GC-A act 0, SMARCA2 act -6, mABHD4 FP -1, ARFGAP1 inh -2, HTRA1 inh 7 and rCAG binder 6.
For Fc1ccc(-c2ccc3c(n2)CCCN3Cc2ccccc2C(F)(F)F)cc1 the results were NPR2 activator -2, Rev-erbA mod 1, PG9 Ab binder -3.0, ASAP1 inh 16, GC-A act 4, SMARCA2 act -5, mABHD4 FP 0, ARFGAP1 inh 7 and rCAG binder 4.
Cc1ccc(Cl)cc1NC(=O)CCC(=O)Nc1cc(Cl)ccc1C was read as NPR2 activator -1, Rev-erbA mod -3, PG9 Ab binder -3.1, ASAP1 inh 1, GC-A act -6, SMARCA2 act 4, mABHD4 FP 3, ARFGAP1 inh 1, HTRA1 inh 3 and rCAG binder 1.
Screening Cc1noc(C)c1NC(=O)N(C)C[C@H]1Oc2ccc(NC(=O)C3CC3)cc2C(=O)N([C@H](C)CO)C[C@@H]1C returned NPR2 activator 0, Rev-erbA mod -2, PG9 Ab binder 0.8, ASAP1 inh 15, GC-A act -2, SMARCA2 act 1, mABHD4 FP -3, ARFGAP1 inh 8, HTRA1 inh 4 and rCAG binder -2.
Cc1nn(CC#N)c(=O)n1-c1ccc(Cl)cc1 was read as NPR2 activator 1, Rev-erbA mod -8, PG9 Ab binder 0.5, ASAP1 inh 3, GC-A act 0, SMARCA2 act -2, mABHD4 FP 4, ARFGAP1 inh 8, HTRA1 inh -6 and rCAG binder 0.
Cc1ccc(CNC(=O)CCCCn2c(=O)[nH]c3ccsc3c2=O)cc1 was read as NPR2 activator 10, Rev-erbA mod -3, PG9 Ab binder -2.5, ASAP1 inh 7, GC-A act -2, SMARCA2 act 4, mABHD4 FP 1, ARFGAP1 inh 5, HTRA1 inh 2 and rCAG binder -4.
Cc1occc1-c1nnc(SCc2cc(=O)n3cc(Br)ccc3n2)n1C was read as NPR2 activator 0, Rev-erbA mod -11, PG9 Ab binder -1.4, ASAP1 inh -11, GC-A act 3, SMARCA2 act -3, mABHD4 FP 1, ARFGAP1 inh -1 and rCAG binder 1.
`CCOC(=O)C1CCN(C(=O)c2cc(COc3ccc(OC)c4ccccc34)on2)CC1` gave NPR2 activator -4, Rev-erbA mod 0, PG9 Ab binder -0.8, ASAP1 inh -2, GC-A act -2, SMARCA2 act 5, mABHD4 FP 1, ARFGAP1 inh -9, HTRA1 inh -5 and rCAG binder 10.
For O=C(Nc1ccc(OC(F)(F)F)cc1)c1ccc(S(=O)(=O)N2CCOCC2)o1 the results were NPR2 activator -2, Rev-erbA mod -2, PG9 Ab binder -0.2, ASAP1 inh 9, GC-A act -9, SMARCA2 act -3, mABHD4 FP -7, ARFGAP1 inh 0, HTRA1 inh 5 and rCAG binder -1.
O=C(CSCc1cc(=O)n2nc(C3CC3)sc2n1)Nc1ccc(F)cc1 was read as NPR2 activator 2, Rev-erbA mod 0, PG9 Ab binder -2.1, ASAP1 inh -5, GC-A act 5, SMARCA2 act -1, mABHD4 FP -4, ARFGAP1 inh -10, HTRA1 inh 3 and rCAG binder 0.
`CCN1CCCC1CNC(=O)C1c2cc(OC)c(OC)cc2C(=O)N(C)C1c1cccnc1` (centres undefined) gave NPR2 activator 4, Rev-erbA mod 4, PG9 Ab binder -0.2, ASAP1 inh -4, GC-A act 2, SMARCA2 act 0, mABHD4 FP -2, ARFGAP1 inh -8, HTRA1 inh -6 and rCAG binder 1.
`COc1cc(C2NC(=O)NC(C)=C2C(=O)OC2CCCCC2)cc(Br)c1O` (centres undefined) gave NPR2 activator -16, Rev-erbA mod -2, PG9 Ab binder 0.4, ASAP1 inh 4, GC-A act -33, SMARCA2 act 0, mABHD4 FP -9, ARFGAP1 inh 2, HTRA1 inh 1 and rCAG binder 1.
CCn1c(SC(C)C(=O)NCC2CCCO2)nc2scc(-c3ccccc3)c2c1=O (centres undefined) was read as NPR2 activator 9, Rev-erbA mod 1, PG9 Ab binder -1.1, ASAP1 inh -5, GC-A act 4, SMARCA2 act -3, mABHD4 FP -3, ARFGAP1 inh 3, HTRA1 inh -6 and rCAG binder -3.
`CC(=O)Nc1ccc(C(=O)OCC(=O)NC2CCCCCCC2)cc1` gave NPR2 activator -4, Rev-erbA mod 4, PG9 Ab binder -0.6, ASAP1 inh 0, GC-A act -3, SMARCA2 act -2, mABHD4 FP -7, ARFGAP1 inh 3, HTRA1 inh 2 and rCAG binder -6.
For CCN(CC)S(=O)(=O)c1cccc(C(=O)N2CC(O)CC2C(=O)OC)c1 (centres undefined) the results were NPR2 activator -3, Rev-erbA mod -1, PG9 Ab binder -1.6, ASAP1 inh -7, GC-A act 2, SMARCA2 act 2, mABHD4 FP 2, ARFGAP1 inh -7, HTRA1 inh -2 and rCAG binder -1.
`COc1ccccc1C(=O)Nc1ccc(Oc2ncnc3sc(-c4ccccc4)cc23)cc1` gave NPR2 activator -5, Rev-erbA mod 46*, PG9 Ab binder 1.4, ASAP1 inh -11, GC-A act -6, SMARCA2 act -3, mABHD4 FP -3, ARFGAP1 inh -1, HTRA1 inh -3 and rCAG binder 4.
Screening CN1CCN(CC(C)(C)NS(=O)(=O)c2ccc(Cl)cc2)CC1 returned NPR2 activator -6, Rev-erbA mod -6, PG9 Ab binder -1.5, ASAP1 inh -2, GC-A act -4, SMARCA2 act 0, mABHD4 FP 4, ARFGAP1 inh -6, HTRA1 inh 1 and rCAG binder -2.
NC(=O)c1nn(-c2ccc(Oc3ccccc3)cc2)c(=O)cc1O was read as NPR2 activator 4, Rev-erbA mod 0, PG9 Ab binder -0.8, ASAP1 inh -6, GC-A act 2, SMARCA2 act -2, mABHD4 FP -7, ARFGAP1 inh 11, HTRA1 inh 6 and rCAG binder 5.
CCSc1nc2c(c(=O)[nH]1)C(c1cccs1)C(C(=O)OC)=C(C)N2 (centres undefined) was read as NPR2 activator -3, Rev-erbA mod -1, PG9 Ab binder 1.0, ASAP1 inh 9, GC-A act 3, SMARCA2 act 1, mABHD4 FP 1, ARFGAP1 inh -9, HTRA1 inh -5 and rCAG binder 6.
`COc1ccc(C2Nc3ccccc3C(=O)N2O)cc1OC` (centres undefined) gave NPR2 activator 6, Rev-erbA mod 2, PG9 Ab binder -1.3, ASAP1 inh 10, GC-A act 7, SMARCA2 act 3, mABHD4 FP -1, ARFGAP1 inh 9, HTRA1 inh 3 and rCAG binder 6.
Screening CC1(C(=O)Nc2cccc3ncccc23)CCN1C(=O)C1(c2ccccc2)CC1 (centres undefined) returned NPR2 activator 0, Rev-erbA mod -1, PG9 Ab binder -0.4, ASAP1 inh -4, GC-A act -3, SMARCA2 act -2, mABHD4 FP -5, ARFGAP1 inh -3 and rCAG binder -1.
For CC(C)CNC(=O)NC(=O)COc1ncnc2sccc12 the results were NPR2 activator -1, Rev-erbA mod -4, PG9 Ab binder 0.5, ASAP1 inh 17, GC-A act 0, SMARCA2 act -2, mABHD4 FP 0, ARFGAP1 inh -1, HTRA1 inh 11 and rCAG binder -2.
Screening COc1ccccc1N(C(=O)CCl)c1cn(C(C)=O)c2ccccc12 returned NPR2 activator -6, Rev-erbA mod 1, PG9 Ab binder -0.5, ASAP1 inh -2, GC-A act -10, SMARCA2 act -12, mABHD4 FP 2, ARFGAP1 inh 0, HTRA1 inh -8 and rCAG binder -7.
`O=S(=O)(/N=C(/Nc1nccs1)c1ccc(F)cc1)c1ccccc1` gave NPR2 activator -2, Rev-erbA mod 1, PG9 Ab binder -1.8, ASAP1 inh 0, GC-A act -1, SMARCA2 act 0, mABHD4 FP -5, ARFGAP1 inh -7, HTRA1 inh 4 and rCAG binder 4.
CN(C)N=Nc1nc2c(c(=O)n(C)c(=O)n2C)n1C was read as NPR2 activator 1, Rev-erbA mod -1, PG9 Ab binder -1.2, ASAP1 inh -15, GC-A act 1, SMARCA2 act -3, mABHD4 FP -3, ARFGAP1 inh 2 and rCAG binder -3.
`CCC1=C(OC(=O)N(CC)CC)N2C(=O)OC(=NCc3ccccc3)[C@]2(C)[C@H]2C1=CC[C@H]1C(=O)N(CC(=O)OC)C(=O)[C@H]12` gave NPR2 activator 5, Rev-erbA mod -2, PG9 Ab binder 3.1, ASAP1 inh 0, GC-A act 1, SMARCA2 act -1, mABHD4 FP -5, ARFGAP1 inh 1, HTRA1 inh 2 and rCAG binder -4.
Screening CCOC(=O)c1ccc(NC(=O)c2cc(C)nn2-c2ccccc2)cc1 returned NPR2 activator -4, Rev-erbA mod 1, PG9 Ab binder -3.8, ASAP1 inh 3, GC-A act 5, SMARCA2 act 0, mABHD4 FP -4, ARFGAP1 inh 16, HTRA1 inh -18 and rCAG binder -3.
Screening Cc1ccc(NC(=O)Nn2cnnc2)cc1 returned NPR2 activator 4, Rev-erbA mod -1, PG9 Ab binder -1.2, ASAP1 inh -1, GC-A act 4, SMARCA2 act 1, mABHD4 FP -1, ARFGAP1 inh -7, HTRA1 inh 2 and rCAG binder 1.
Screening CN(C)NC(=O)C12CCC(C)(C(=O)O1)C2(C)C (centres undefined) returned NPR2 activator 0, Rev-erbA mod 4, PG9 Ab binder 0.6, ASAP1 inh -2, GC-A act 0, SMARCA2 act -2, mABHD4 FP 1, ARFGAP1 inh 0, HTRA1 inh 1 and rCAG binder -2.

A section from further up, as a working copy:
CCn1c(SC(C)C(=O)NCC2CCCO2)nc2scc(-c3ccccc3)c2c1=O (centres undefined) was read as NPR2 activator 9, Rev-erbA mod 1, PG9 Ab binder -1.1, ASAP1 inh -5, GC-A act 4, SMARCA2 act -3, mABHD4 FP -3, ARFGAP1 inh 3, HTRA1 inh -6 and rCAG binder -3.
`CC(=O)Nc1ccc(C(=O)OCC(=O)NC2CCCCCCC2)cc1` gave NPR2 activator -4, Rev-erbA mod 4, PG9 Ab binder -0.6, ASAP1 inh 0, GC-A act -3, SMARCA2 act -2, mABHD4 FP -7, ARFGAP1 inh 3, HTRA1 inh 2 and rCAG binder -6.
For CCN(CC)S(=O)(=O)c1cccc(C(=O)N2CC(O)CC2C(=O)OC)c1 (centres undefined) the results were NPR2 activator -3, Rev-erbA mod -1, PG9 Ab binder -1.6, ASAP1 inh -7, GC-A act 2, SMARCA2 act 2, mABHD4 FP 2, ARFGAP1 inh -7, HTRA1 inh -2 and rCAG binder -1.
